# TNAP activation fold = human TNAP enzyme activators, primary screen, biochemical, luminescent, no phosphate acceptor, uHTS (AID 1001) | Alkaline phosphatase, tissue-nonspecific isozyme (Homo sapiens) | purified TNAP, luminescent activation assay, no phosphate acceptor; higher activation fold means a stronger effect | one-dose activation fold at 20 µM; EC50 in µM for titrated hits | 200,000 compounds, 0.03% hits; in the data active = activation fold from about 3, or a potency from the dose series; inactive = the rest, 99 in 100 with activation fold below about 1.6; also: many of its hits are not listed in these tables
# HEK293 NOD2/NF-kB = NOD2 signaling inhibitors, cell-based, luminescence, uHTS, HEK293 (AID 1566). HEK293 NOD2/NF-kB luciferase reporter, luminescence; higher % means a stronger effect. one-dose inhibition, % at 4 µM; EC50 in µM for titrated hits. 290,000 compounds, 0.63% hits; also: many of its hits are not listed in these tables
# Yfh1-depleted yeast = enhancers of respiration in Yfh1-depleted yeast, dose response, Friedreich's ataxia, plus single-dose screen (AID 1465); S. cerevisiae Yfh1-off respiration, WST-1 reduction, 72 h; higher fold induction means a stronger effect; fold induction at 50 µM; hits with a dose series show EC50 in µM; 220,000 compounds, 0.074% hits;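 active = fold induction of absorbance versus untreated yeast above a set limit, then at least 30% activation at any dose in follow-up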;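 also: activators that raise dye reduction in frataxin-depleted yeast; strong numbers were not always called active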
# KOR beta-arrestin-1 = KOR agonists, beta-arrestin recruitment, primary screen, cell-based, luminescence, uHTS (AID 1777). Kappa-type opioid receptor (Homo sapiens). KOR beta-arrestin recruitment, luminescence; higher % means a stronger effect. activation, % at 10 µM, or EC50 in µM where a hit was titrated. 280,000 compounds, 0.02% hits; in the data active = activation above about 50%, passing the limit was not always enough; also: a part of the inactive calls stands beside numbers as strong as those of hits
# NTR1 agonist = agonists of NTR1, primary screen, imaging, U2OS cells, beta-arrestin-GFP, high content (AID 493036) | NTR1-U2OS beta-arrestin-GFP spot imaging, agonist mode | activation, % at 20 µM | 330,000 compounds, 0.17% hits;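 active = activation at or above 40% of the spot to cytoplasm intensity ratio, with at least 20 cells analyzed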;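 also: 0% = DMSO without peptide and 100% = 100 nM NTR1 peptide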
# Target sequence (P30989 whole entry, looked up): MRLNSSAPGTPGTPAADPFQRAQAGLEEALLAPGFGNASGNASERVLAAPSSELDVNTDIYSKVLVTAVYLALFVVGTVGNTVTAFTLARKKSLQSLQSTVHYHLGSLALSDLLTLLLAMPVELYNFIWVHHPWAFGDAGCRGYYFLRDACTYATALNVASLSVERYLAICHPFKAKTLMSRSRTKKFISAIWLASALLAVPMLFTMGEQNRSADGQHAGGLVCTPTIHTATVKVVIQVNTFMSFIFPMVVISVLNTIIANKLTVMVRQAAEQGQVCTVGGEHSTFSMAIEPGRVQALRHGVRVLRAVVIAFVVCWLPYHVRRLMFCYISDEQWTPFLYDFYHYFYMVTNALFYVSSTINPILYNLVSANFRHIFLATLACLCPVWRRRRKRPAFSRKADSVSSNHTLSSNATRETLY
# KOR beta-arrestin-2 = KOR antagonists, beta-arrestin recruitment, cell-based, luminescence, uHTS (AID 1778); Kappa-type opioid receptor (Homo sapiens); KOR beta-arrestin recruitment, luminescence, antagonist mode; higher % means a stronger effect; inhibition, % at 10 µM, or IC50 in µM where a hit was titrated; 290,000 compounds, 0.091% hits; also: strong numbers were not always called active
# GPR55 beta-arrestin = GPR55 agonists via beta-arrestin recruitment, primary screen, imaging, U2OS cells, beta-arrestin-GFP redistribution (AID 1961) | G-protein coupled receptor 55 (Homo sapiens) | U2OS GPR55 beta-arrestin-GFP redistribution imaging; higher % means a stronger effect | 290,000 compounds, 0.048% hits | one-dose activation, % at 10 µM; EC50 in µM for titrated hits;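 active = activation above 40% with more than 50 cells counted in the well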;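 also: U2OS osteosarcoma cells stably expressing GPR55 and beta-arrestin-GFP; plate controls were DMSO negative control for no effect and LPI positive control for full effect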
# CSM14.1 death rescue = rescue of cells from ER stress-induced death, primary screen, 384-well, CSM14.1, thapsigargin, ATP luminescence (AID 1222). CSM14.1 thapsigargin-induced death rescue, ATP luminescence; higher % means a stronger effect. one-dose cellular ATP content (survival), % at 20 µM; EC50 in µM for titrated hits. 190,000 tested, under 10 active;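 active = EC50 below 50 µM in the dose-response confirmation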;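 also: death triggered by thapsigargin at about 15 µM added after 2 h compound pretreatment; cell ATP read after overnight thapsigargin exposure of roughly 18 to 22 hours; normalized against plate controls of thapsigargin alone and 5% DMSO vehicle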
# NOD1 inhibition = NOD1 signaling inhibitors, primary screen, cell-based, luminescence, uHTS (AID 1578); inhibition, % at 4 µM; hits with a dose series show EC50 in µM; NOD1-driven NF-kB luciferase reporter cells, luminescence; higher % means a stronger effect; 290,000 compounds, 1% hits; in the data active = inhibition mostly above about 36%, no sharp cut-off; inactive = mostly below about 34%;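 also: HEK-293T reporter cells stimulated with the NOD1 agonist gamma-tri-DAP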
# NTR1 agonist cell count 20 µM = further read-out of NTR1 agonist, marked with its call; cell count; measured here: cell count, cytotoxicity flag
# Starred values were filed as active, the others as inactive; i = inactive; · = not tested or not shown; [ ] = dose if it differs, or a comment. Rule as the data show it, unless noted: active = inhibition above about 50%; inactive = the rest.
SMILES,TNAP activation fold,HEK293 NOD2/NF-kB,Yfh1-depleted yeast,KOR beta-arrestin-1,NTR1 agonist,NTR1 agonist cell count 20 µM,KOR beta-arrestin-2,GPR55 beta-arrestin,CSM14.1 death rescue,NOD1 inhibition
COC(=O)c1c(N)sc(Cc2ccccc2)c1C,1.1,-2%,i,·,-0.8,60,-14%[20 µM],-0.1%,1.6%,-29%
Clc1cccc(NCc2nnc(SCc3ccccc3)o2)c1,1.1,-24%,i,4.0%,1.8,58,-46%,0.2%,-4.0%,-31%
CCOC(=O)Cn1c2ccc(F)cc2c2nc(C)sc21,1,12%,i,1.6%,1.6,51,9%,-0.7%,-3.9%,2%
COc1ccc(CN2CCN(CC(O)Cn3c4ccccc4c4ccccc43)CC2)cc1 (stereo not drawn),1.1,-1%,i,14%,9.6,96,-29%,0.1%,-5.6%,-9%
COc1ccc(NS(=O)(=O)c2ccc(Cl)s2)cn1,·,-1%,i,3.8%,-0.5,40,-11%,-0.1%,·,-11%
CC1(C)Cc2c(cnn2-c2ccc(F)cc2)C(NC(=O)CCn2cncn2)C1 (stereo not drawn),·,-3%,·,7.5%,-1.3,51,-11%,-0.1%,·,-32%
CC(=O)c1cccc(NC(=O)COC(=O)COc2ccccc2C)c1,1,0%,i,-1.6%,-0.7,86,-5%,0.0%,0.4%,-42%
CC(=O)Nc1ccc(N2C(=O)c3cccc4c(O)ccc(c34)C2=O)cc1,·,-11%,·,-2.8%,-1.9,90,26%,-0.1%,·,-10%
O=C(NC(=S)NCC1CCCO1)c1ccccc1[N+](=O)[O-] (stereo not drawn),1.1,3%,i,0.6%,-0.6,86,-21%[20 µM],0.5%,-1.5%,-15%
COC(=O)c1cc(C)sc1NC(=O)C1C2C=CC(CC2)C1C(=O)O (stereo not drawn),1,5%,i,1.4%,-1.7,65,-21%,-0.1%,-2.2%,-33%
CCOc1ccc(C(C)NC(=O)c2cccnc2OCC)cc1OCC (stereo not drawn),1,16%,i,-7.5%,0.2,56,8%,-0.1%,2.2%,-31%
COc1cc(/C=C/c2ccc3cccc(O)c3n2)cc(Br)c1OC,·,·,·,3.8%,9.0,83,-20%,-0.3%,·,·
N=C1CCCN1CC(=O)c1ccc(Cl)cc1,1.1,-5%,i,4.8%,-1.1,52,2%,-0.1%,-2.7%,-26%
Cc1c(C2CC(=O)N(c3ccccc3)C2=O)[nH]n(-c2ccccc2)c1=O (stereo not drawn),1,10%,i,-6.7%,-0.1,46,-24%,-0.2%,-3.7%,29%
CCC1Oc2ccc(Cl)cc2N(CC(=O)O)C1=O (stereo not drawn),1.1,16%,i,-1.1%,1.9,81,-1%,0.1%,0.2%,-6%
CCN(Cc1ccccc1)C(=O)c1cccc(OC2CCN(C(=O)C3CC3)CC2)c1,·,6%,·,5.0%,1.8,59,-6%,0.3%,·,-8%
CS(=O)(=O)c1ccc2nc(NC(=O)c3ccccc3Cl)sc2c1,·,3%,·,0.6%,-0.4,52,0%,-0.2%,·,19%
Nc1nc(SCc2ccc([N+](=O)[O-])cc2)nc2nc3c(cc12)CCCC3,1.2,0%,i,2.0%,0.3,53,13%,0.0%,-1.4%,-22%
CCCNS(=O)(=O)c1ccc(CCC(=O)N2CCN(c3ccc(OC)cc3)CC2)cc1,1.1,-16%,i,-3.8%,1.2,42,7%,-0.1%,-1.0%,0%
Cc1ccc(C)c(NC(=O)CSc2nnc(-c3ccncc3)n2N)c1,1,-5%,i,-1.9%,-0.1,90,8%,-0.4%,-0.4%,-16%
Cc1cc(C)cc(N(CC(=O)N2CCn3c2nc2ccccc23)S(=O)(=O)c2c(C)noc2C)c1,0.8,-2%,i,·,4.6,35,·,-0.1%,0.8%,-5%
CNC(=S)N1CCN(c2ccccn2)CC1,0.9,4%,i,-0.5%,0.4,65,0%,1.5%,-1.4%,4%
CC(C)(C)NC(=O)c1cc(C(C)(C)C)c(O)c(C(C)(C)C)c1,1.2,16%,i,-3.1%,4.9,69,·,0.2%,0.6%,-4%
CC(C)CCNc1c(-c2cccs2)nc2ccccn12,1.1,1%,i,·,-0.5,33,-11%[20 µM],-0.1%,1.1%,-22%
COc1cccc(Cn2c(Oc3cccc(C)c3)nc3c2c(=O)n(C)c(=O)n3C)c1,1.1,10%,i,-0.7%,2.8,60,25%,-0.4%,-2.1%,·

# Of the compounds above, 2 contain two or more sulfur atoms.
SMILES,TNAP activation fold,HEK293 NOD2/NF-kB,Yfh1-depleted yeast,KOR beta-arrestin-1,NTR1 agonist,NTR1 agonist cell count 20 µM,KOR beta-arrestin-2,GPR55 beta-arrestin,CSM14.1 death rescue,NOD1 inhibition
COc1ccc(NS(=O)(=O)c2ccc(Cl)s2)cn1,·,-1%,i,3.8%,-0.5,40,-11%,-0.1%,·,-11%
CS(=O)(=O)c1ccc2nc(NC(=O)c3ccccc3Cl)sc2c1,·,3%,·,0.6%,-0.4,52,0%,-0.2%,·,19%

# Continuation.
SMILES,TNAP activation fold,HEK293 NOD2/NF-kB,Yfh1-depleted yeast,KOR beta-arrestin-1,NTR1 agonist,NTR1 agonist cell count 20 µM,KOR beta-arrestin-2,GPR55 beta-arrestin,CSM14.1 death rescue,NOD1 inhibition
O=C(Nc1ccc(CN2CCCCC2)cc1)c1cccc(Br)c1,1.1,18%,i,-2.8%,-2.0,72,-6%,2.5%,2.4%,-11%
CCOC(=O)COc1cccc2c(=O)n(CC(=O)N3CCCc4ccccc43)ccc12,1.1,-9%,i,-3.6%,-1.2,76,-48%,-0.3%,-1.6%,-14%
COC(=O)Nc1sc2c(c1C(=O)NCc1ccco1)CCC2,1.2,-12%,i,1.1%,0.9,81,-12%,-0.2%,-1.4%,4%
Cc1c(OCC(=O)N2CCC[C@@H]2C(=O)O)ccc2c3c(c(=O)oc12)CCC3,·,-4%,·,-3.2%,-0.6,88,-54%[20 µM],-0.1%,·,-30%
Cc1ccc(CN2C(=O)CCC2C(=O)NC(C)C)cc1 (stereo not drawn),1,4%,i,6.3%,2.1,55,-55%,-0.3%,-2.9%,·
N#Cc1cc(-c2ccc(Cl)cc2)cnc1Sc1ccc(F)cc1,1,13%,i,-0.9%,6.0,79,-3%,0.7%,-2.9%,21%
CCCCOC(=O)Oc1ccc2c(=O)c(Oc3cc(C)cc(C)c3)coc2c1,1,6%,i,2.7%,8.1,45,0%,-0.1%,0.3%,-12%
CN1CCN(Cc2nc3ccccc3c(=O)n2CC#N)CC1,1.1,16%,i,0.1%,1.9,85,-10%,0.6%,-1.2%,-52%
CC(=O)Nc1ccc(S(=O)(=O)NCc2csc(-c3cccnc3)n2)cc1,1.1,5%,i,-1.6%,-0.2,39,16%,-0.2%,·,-7%
Cc1ccc(/C=N/N2CCN(c3ccc(Cl)cc3)CC2)o1,1.1,14%,i,10%,0.3,76,-27%,-0.1%,-0.8%,8%
CCC(c1nnnn1C(C)(C)C)N(Cc1ccco1)Cc1cc2cccc(C)c2[nH]c1=O (stereo not drawn),1.1,-20%,i,-4.3%,2.9,78,-40%,0.1%,1.3%,7%
COP(=O)(c1ccc(N(C)C)cc1)C(O)c1ccccc1 (stereo not drawn),·,5%,·,-1.8%,0.1,48,4%,0.0%,·,-2%
O=C(NNC(=O)c1cc(-c2ccccc2)nn1-c1ccccc1)c1ccccc1,2.3,·,i,-2.9%,7.1,53,37%,0.2%,12%,·
COc1ccccc1N1CCN(c2ncnc3nc[nH]c23)CC1,1.5,2%,i,1.2%,8.7,96,4%,0.2%,·,-21%
COc1cc(/C=C/c2cccc[n+]2C)ccc1OCC(=O)Nc1ccccc1C,·,6%,·,-1.1%,-0.5,42,-3%,-0.2%,·,-26%
O=C(Cc1cccs1)Nc1nnc(SCc2cccc3ccccc23)s1,1.1,1%,i,-1.2%,9.6,52,1%,0.0%,-2.0%,14%
Cc1ccc(NC(=O)C2CCN(C(=O)c3cccs3)CC2)c(C)c1,·,-3%,·,2.2%,-0.9,52,-41%,-0.1%,·,-26%
COC(=O)c1cc(=O)n(Cc2cccs2)c(=NCc2cccs2)s1,1.1,13%,i,-2.7%,5.6,50,4%,0.3%,-1.1%,·
c1ccc(-c2ccc(C3=Nn4c(nnc4-c4cc(-c5ccccc5)n[nH]4)SC3)cc2)cc1,1.2,-19%,i,1.2%,10,57,-12%,-0.1%,-0.5%,-29%
S=C(Nc1ccc2nsnc2c1)NC1CCCCC1,0.9,-57%,i,7.7%,5.2,60,·,0.2%,-6.2%,26%
CC(C)N1CSC(=S)N(Cc2ccccc2)C1,1,4%,i,-1.5%,-0.4,52,4%,-0.3%,·,-10%
Cc1cc(/C=C2/NC(=O)N(c3ccccc3)C2=O)c(C)n1C(C)C,1.1,-27%,i,3.0%,-0.8,85,-11%,-0.3%,1.9%,-27%
O=C(CSc1nnc(NC(=O)c2cccc(Cl)c2)s1)NCC1CCCO1 (stereo not drawn),·,-15%,·,7.8%,-0.6,56,0%,0.3%,·,-36%
CC(C1CC1)N(Cc1ccccc1)C(=O)NC(=O)c1ccccc1 (stereo not drawn),1.1,7%,i,2.0%,1.6,55,8%,-0.4%,-0.7%,-14%
O=C(CCSc1nnc2ccccn12)Nc1ccc2c(c1)OCO2,1.1,-7%,i,0.5%,4.1,38,13%,0.2%,0.0%,-42%
# Additional records follow:
SMILES,TNAP activation fold,HEK293 NOD2/NF-kB,Yfh1-depleted yeast,KOR beta-arrestin-1,NTR1 agonist,NTR1 agonist cell count 20 µM,KOR beta-arrestin-2,GPR55 beta-arrestin,CSM14.1 death rescue,NOD1 inhibition
CCCNC(=O)c1cc2cc([N+](=O)[O-])ccc2s1,1.1,10%,i,-0.1%,2.8,52,8%,-0.3%,-0.8%,-30%
O=C(CCCCCn1c(=S)[nH]c2cc3c(cc2c1=O)OCO3)N1CCN(Cc2ccccc2)CC1,1,3%,i,-0.4%,7.1,85,-6%,-0.1%,·,-34%
COc1ccc(/C=C2\N=C(c3ccccc3)N(c3ccc(C(=O)O)cc3)C2=O)cc1OC,·,15%,i,-8.2%,-1.1,53,-5%,-0.2%,·,-1%
COc1cc(/C=N/Nc2ccccc2)ccc1OC(=O)c1cccs1,1.2,-58%,i,3.6%,·,·,-18%,0.1%,-1.7%,-46%
Cc1cc(C(=O)NNC(=O)c2cccs2)nn1C(C)(C)C,·,7%,·,-4.2%,-1.2,62,35%,-0.1%,·,-28%
Cc1cc(NC(=O)COc2ccccc2C)no1,1,-98%,i,·,-0.4,70,-4%[20 µM],-0.1%,-0.2%,-37%
COc1ccc(-n2cnc3cc(C(=O)N4CCOCC4)ccc32)cc1,·,-8%,·,-1.7%,-1.0,71,-3%,0.2%,·,-2%
O=C1CCCN1c1ccc(S(=O)(=O)Nc2cccnc2)cc1,1,9%,i,-2.2%,0.3,65,-9%,0.2%,-0.6%,-38%
Cc1ccc(C)c(OCC(O)CN2CCc3ccccc3C2)c1C (stereo not drawn),·,-5%,·,-4.2%,0.7,92,-28%,0.6%,·,-12%

# Screens deposited in PubChem BioAssay by several laboratories.

# This is a subset; count on the stated rates, not on these rows.
